Assay outcomes (PubChem)
P. falciparum M17LAP – P. falciparum M17LAP inhibitors, primary screen, biochemical, fluorogenic H-Leu-NHMec substrate, 1536-well (AID 1619). hit rate 0.38% among 220,000. recombinant M17LAP, H-Leu-NHMec fluorogenic kinetic assay; higher % means a stronger effect. inhibition, % at 30 µM; hits with a dose series show IC50 in µM;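 active = compound inhibiting the enzyme by more than half at any dose during confirmatory dose-response retesting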;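 also: plate controls were full reaction with DMSO carrier for no effect and no enzyme background for full effect; strong numbers were not always called active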
Ins promoter up – MIN6 insulin promoter up-regulation; z-score at 5 µM; MIN6 insulin promoter-GFP reporter, high-content imaging; hits give high values; hit rate 0.3% among 190,000;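 active = z-score above 3 at 5 µM with at least 500 cells counted in the well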
MT stabilizer – microtubule stabilization, imaging screen. HeLa tubulin immunostaining HCS, 24 h; share of cells brighter than vehicle mean+2SD. % tubulin-high responders, % at 10 µM. hit rate 0.83% among 200,000. AID 2205;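 active = plate Z-score above 3 for both tubulin-high and condensed-nucleus cell shares, with cell loss under 80%, at 10 µM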;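 also: anti alpha tubulin signal scored within the nucleus-defined area of each cell; some results filed as inactive read as strong as hits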
bCat nuc transl – modulators of beta-catenin nuclear translocation | HeLa beta-catenin nuclear translocation, immunofluorescence imaging | nuclear translocation activity, % at 5 µM | hit rate 0.3% among 190,000 | AID 1665;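 active = nuclear translocation activity above 50% at 5 µM, with a well cell count of 50 or more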;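 also: per-cell ratio of nuclear to cytoplasmic median beta-catenin stain intensity; plate controls were DMSO negative control for no effect and GSK-3 inhibitor IX positive control for full effect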
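Test system: HeLa cells, endogenous beta-catenin; Compound: single 5 µM dose plus 0.02–20 µM confirmation series; Times: compound exposure 24 h at 37°C; Signal: fluorescence imaging of beta-catenin antibody stain plus DAPI; Read-out: % activation, nuclear-to-cytoplasmic median beta-catenin signal ratio per cell.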
ER stress rescue – protection against thapsigargin-triggered cell killing – 384-well, CSM14.1, ATP luminescence, primary screen (AID 1222); CSM14.1 thapsigargin-induced death rescue, ATP luminescence; higher % means a stronger effect; one-dose cellular ATP content (survival), % at 20 µM; EC50 in µM for titrated hits; 190,000 tested, under 10 active;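 active = EC50 below 50 µM in the dose-response confirmation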;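 also: death triggered by thapsigargin at about 15 µM added after 2 h compound pretreatment; cell ATP read after overnight thapsigargin exposure of roughly 18 to 22 hours; normalized against plate controls of thapsigargin alone and 5% DMSO vehicle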
Dynein transport – dynein cargo transport inhibition; 3617.4 mouse cells, GR-EGFP nuclear translocation imaging; test concentration mostly 20 µM; stimulated with dexamethasone, 1 µM; hits give low values; AID 1381; z-score, hits read low; hit rate 0.47% among 220,000;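 active = plate z-score of nuclear minus cytoplasmic receptor signal below a set negative limit, without overly bright fluorescence or cell loss, cut at about -3.5 in these data, passing the limit was not always enough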;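 also: z-score of nuclear minus cytoplasmic ring GR-EGFP intensity difference per well; some compounds called inactive have numbers as strong as hits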
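Buffer or medium: tetracycline-free induction medium containing charcoal-stripped FBS / Reagent: dexamethasone agonist, 1.0 µM final, for 30 min / Technique: automated 10x imaging of fixed Hoechst-stained cells / Times: induction 48 h, compound 1 h, agonist 30 min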
Autophagy HCS – autophagy modulation, high-content screen; AID 463193; MEF GFP-LC3 puncta imaging; test concentration mostly 10 µM; calls only at 10 µM (by protocol); hit rate 0.98% among 190,000;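 active = percentage of spot-positive cells more than 3 SD above its plate mean, without a fluorescence outlier flag or 80% toxicity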;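 also: spot-positive cell cutoff set from DMSO-treated cells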
UTI89 phage lysis – protection from phage-mediated lysis, alamar blue read-out – E. coli UTI89, K1F phage, bacterial capsule biogenesis inhibitors (AID 488966); E. coli UTI89 K1F phage lysis, alamar blue, 2 h; higher % means a stronger effect; inhibition, % at 100 µM; hits with a dose series show IC50 in µM; hit rate 0.02% among 340,000;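 active = phage lysis inhibition, versus mean bacterial control, above a set limit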;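 also: capsule biogenesis inhibitors block K1F phage lysis so surviving cells raise fluorescence; higher fluorescence means more inhibition of phage lysis; actives were called in the ten point dose series up to 300 µM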
M1AAP inhibition – malaria alanyl aminopeptidase activity blockers – biochemical, fluorogenic H-Leu-NHMec substrate, 1536-well (AID 1445). recombinant M1AAP, H-Leu-NHMec fluorogenic kinetic assay; higher % means a stronger effect. hit rate 0.42% among 220,000. inhibition, % at 30 µM; hits with a dose series show IC50 in µM;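 active = primary inhibition above the hit cutoff, then over 50% inhibition at one or more dose response concentrations, cut at about 23% in these data, passing the limit was not always enough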;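 also: plate controls were DMSO full reaction for no effect and no enzyme background for full effect; strong numbers were not always called active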
Dynein transport cytoplasmic EGFP – recorded beside Dynein transport, whose call it bears; z-score; measured here: cytoplasmic GR-EGFP intensity; hits give high values
Dynein transport nuclear GR-EGFP – further read-out of Dynein transport, marked with its call; z-score; measured here: nuclear GR-EGFP intensity;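 lower value marks the stronger effect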
Dynein transport cell count – also measured in Dynein transport; calls as there; z-score; measured here: cell count per field
Ins promoter up cell count – recorded beside Ins promoter up, whose call it bears; cell count; measured here: cytotoxicity, nuclei count;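 total cells summed across four imaged fields per well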
bCat nuc transl cell count 5 µM – also measured in bCat nuc transl; calls as there; cell count; measured here: cell count, cytotoxicity flag
MT stabilizer Hoechst-high % – also measured in MT stabilizer; calls as there; % Hoechst-high responders; measured here: nuclear condensation Hoechst responders;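 share of cells brighter than vehicle mean plus two SD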
MT stabilizer cytotoxicity % – recorded beside MT stabilizer, whose call it bears; toxicity, %; measured here: cytotoxicity by cell density;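 0% = mean cell density of plate MIN control wells and 100% = no cells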
Autophagy HCS cell loss 18 h – second read-out of Autophagy HCS, no call of its own (marks repeat the call); toxicity, %; measured here: cell loss, nuclei count;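 cell loss after 18 h compound exposure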
The depositor's hits bear a star.

What do the screens show for `O=S(=O)(c1cccc(S(=O)(=O)N2CCOCC2)c1)N1CCCCC1`?
P. falciparum M17LAP: -5.1%; Ins promoter up: 0.81; MT stabilizer: 2.7; bCat nuc transl: 1.6; ER stress rescue: -1.2%; Dynein transport: -1.21; Autophagy HCS: inactive; UTI89 phage lysis: -0.1%; M1AAP inhibition: 2.9%; Dynein transport cytoplasmic EGFP: -0.346; Dynein transport nuclear GR-EGFP: -0.67; Dynein transport cell count: 1.32; Ins promoter up cell count: 896; bCat nuc transl cell count 5 µM: 963; MT stabilizer Hoechst-high %: 2.0; MT stabilizer cytotoxicity %: 5.1; Autophagy HCS cell loss 18 h: -10.3

Results for NC(=O)c1cccn1Cc1ccccc1Cl ?
P. falciparum M17LAP: 3.9%; Ins promoter up: -1.36; MT stabilizer: 5.0; bCat nuc transl: -1.5; ER stress rescue: -1.9%; Dynein transport: -0.335; Autophagy HCS: inactive; UTI89 phage lysis: -0.8%; M1AAP inhibition: -5.2%; Dynein transport cytoplasmic EGFP: -0.187; Dynein transport nuclear GR-EGFP: 0.0832; Dynein transport cell count: -0.216; Ins promoter up cell count: 1175; bCat nuc transl cell count 5 µM: 838; MT stabilizer Hoechst-high %: 3.3; MT stabilizer cytotoxicity %: 3.3; Autophagy HCS cell loss 18 h: -12.4

What do the screens show for `CCn1nc(CC(=O)O)c2ccccc2c1=O`?
P. falciparum M17LAP: 1.8%; Ins promoter up: -0.19; MT stabilizer: 1.1; bCat nuc transl: -1.0; ER stress rescue: -1.9%; Dynein transport: 3.19; Autophagy HCS: inactive; UTI89 phage lysis: -1.9%; M1AAP inhibition: -7.5%; Dynein transport cytoplasmic EGFP: -0.0249; Dynein transport nuclear GR-EGFP: 2.01; Dynein transport cell count: -1.56; Ins promoter up cell count: 1465; bCat nuc transl cell count 5 µM: 1077; MT stabilizer Hoechst-high %: 0.7; MT stabilizer cytotoxicity %: 7.7; Autophagy HCS cell loss 18 h: -8.4

Results for O=C(Nc1ccccc1Cl)c1ccc(-n2cccn2)c([N+](=O)[O-])c1 ?
P. falciparum M17LAP: -7.2%; Ins promoter up: -0.28; MT stabilizer: 2.8; bCat nuc transl: -1.9; ER stress rescue: -2.2%; Dynein transport: -1.16; Autophagy HCS: inactive; UTI89 phage lysis: 1.8%; M1AAP inhibition: 5.8%; Dynein transport cytoplasmic EGFP: -0.316; Dynein transport nuclear GR-EGFP: -0.138; Dynein transport cell count: 0.743; Ins promoter up cell count: 1674; bCat nuc transl cell count 5 µM: 920; MT stabilizer Hoechst-high %: 3.1; MT stabilizer cytotoxicity %: 5.4; Autophagy HCS cell loss 18 h: -9.1

How did CN1C(=O)SC(Nc2ccc(F)cc2)C1=O (stereo unspecified) do in these assays?
P. falciparum M17LAP: 6.3%; Ins promoter up: -0.06; MT stabilizer: 8.0; bCat nuc transl: 1.2; ER stress rescue: 1.4%; Dynein transport: -0.726; Autophagy HCS: inactive; UTI89 phage lysis: 12.4%; M1AAP inhibition: 2.7%; Dynein transport cytoplasmic EGFP: -0.198; Dynein transport nuclear GR-EGFP: -0.219; Dynein transport cell count: 0.251; Ins promoter up cell count: 1304; bCat nuc transl cell count 5 µM: 1014; MT stabilizer Hoechst-high %: 3.3; MT stabilizer cytotoxicity %: 6.7; Autophagy HCS cell loss 18 h: 8.9

How did N#Cc1cc(-c2ccc(Cl)cc2)cnc1Sc1ccccc1 do in these assays?
P. falciparum M17LAP: -10.3%; MT stabilizer: 1.2; ER stress rescue: 8.3%; Autophagy HCS: inactive; UTI89 phage lysis: 0.0%; M1AAP inhibition: 7.6%; MT stabilizer Hoechst-high %: 2.0; MT stabilizer cytotoxicity %: 9.7; Autophagy HCS cell loss 18 h: 7.2

How did Cn1ccnc1SCCNC(=O)CCc1nnc(CCCCc2ccccc2)o1 do in these assays?
P. falciparum M17LAP: 10.9%; Ins promoter up: -0.23; MT stabilizer: 4.5; bCat nuc transl: 1.7; ER stress rescue: -0.7%; Dynein transport: -0.228; Autophagy HCS: inactive; UTI89 phage lysis: 0.0%; M1AAP inhibition: -10.5%; Dynein transport cytoplasmic EGFP: -0.305; Dynein transport nuclear GR-EGFP: -0.313; Dynein transport cell count: 0.729; Ins promoter up cell count: 1378; bCat nuc transl cell count 5 µM: 1004; MT stabilizer Hoechst-high %: 2.3; MT stabilizer cytotoxicity %: 0.4; Autophagy HCS cell loss 18 h: 7.6

How did CC(C(=O)NCCN1C(=O)S/C(=C\c2cccnc2)C1=O)N1C(=O)c2ccccc2C1=O (stereo unspecified) do in these assays?
P. falciparum M17LAP: 46.0%; Ins promoter up: 0.18; MT stabilizer: 3.3; ER stress rescue: 0.9%; Dynein transport: -0.566; Autophagy HCS: inactive; UTI89 phage lysis: 0.1%; M1AAP inhibition: 2.2%; Dynein transport cytoplasmic EGFP: -0.182; Dynein transport nuclear GR-EGFP: -0.358; Dynein transport cell count: 0.0581; Ins promoter up cell count: 1425; MT stabilizer Hoechst-high %: 2.6; MT stabilizer cytotoxicity %: 4.6; Autophagy HCS cell loss 18 h: -2.0

Results for Cc1cccn2c(=O)c3cc(S(=O)(=O)c4ccccc4)c(=N)n(CC4CCCO4)c3nc12 (stereo unspecified) ?
P. falciparum M17LAP: 3.1%; Ins promoter up: -0.88; bCat nuc transl: 1.3; Dynein transport: -0.989; M1AAP inhibition: -1.6%; Dynein transport cytoplasmic EGFP: -0.276; Dynein transport nuclear GR-EGFP: 0.0856; Dynein transport cell count: 0.578; Ins promoter up cell count: 1011; bCat nuc transl cell count 5 µM: 1339

How did O=C(NC(N1CCOCC1)C(Cl)(Cl)Cl)c1ccccc1Cl (stereo unspecified) do in these assays?
P. falciparum M17LAP: -1.9%; Ins promoter up: 0.43; MT stabilizer: 3.9; bCat nuc transl: 2.6; ER stress rescue: -1.4%; Dynein transport: -1; Autophagy HCS: inactive; UTI89 phage lysis: 0.2%; M1AAP inhibition: -2.4%; Dynein transport cytoplasmic EGFP: -0.321; Dynein transport nuclear GR-EGFP: -0.279; Dynein transport cell count: 0.594; Ins promoter up cell count: 1227; bCat nuc transl cell count 5 µM: 1080; MT stabilizer Hoechst-high %: 2.4; MT stabilizer cytotoxicity %: 5.1; Autophagy HCS cell loss 18 h: 6.6

What do the screens show for `CC(C)CC(C(=O)Nc1oc(-c2ccccc2)c(-c2ccccc2)c1C#N)N1C(=O)c2ccccc2C1=O` (stereo unspecified)?
P. falciparum M17LAP: -2.7%; MT stabilizer: 2.3; bCat nuc transl: -0.4; ER stress rescue: 1.5%; Dynein transport: -0.336; Autophagy HCS: inactive; UTI89 phage lysis: 1.7%; M1AAP inhibition: 4.9%; Dynein transport cytoplasmic EGFP: -0.158; Dynein transport nuclear GR-EGFP: -0.168; Dynein transport cell count: -0.175; bCat nuc transl cell count 5 µM: 1093; MT stabilizer Hoechst-high %: 1.6; MT stabilizer cytotoxicity %: 3.5; Autophagy HCS cell loss 18 h: 7.2

What do the screens show for `CCn1c(SCC(=O)Nc2cc(NC(C)=O)ccc2OC)nnc1-c1cccnc1`?
P. falciparum M17LAP: -3.0%; Ins promoter up: 0.49; MT stabilizer: 3.5; ER stress rescue: -1.0%; Dynein transport: 0.0306; Autophagy HCS: inactive; UTI89 phage lysis: -0.1%; M1AAP inhibition: 1.1%; Dynein transport cytoplasmic EGFP: -0.177; Dynein transport nuclear GR-EGFP: 0.0978; Dynein transport cell count: -0.34; Ins promoter up cell count: 1285; MT stabilizer Hoechst-high %: 2.4; MT stabilizer cytotoxicity %: 8.6; Autophagy HCS cell loss 18 h: -6.2

What do the screens show for `CCOC(=O)/C(=N\Nc1ccccc1Cl)N(C)C1CCCCC1`?
P. falciparum M17LAP: -4.1%; Ins promoter up: 0.43; MT stabilizer: 3.7; bCat nuc transl: -0.8; ER stress rescue: -5.4%; Dynein transport: -0.739; Autophagy HCS: inactive; UTI89 phage lysis: 0.0%; M1AAP inhibition: 0.7%; Dynein transport cytoplasmic EGFP: -0.0991; Dynein transport nuclear GR-EGFP: 0.0212; Dynein transport cell count: -0.039; Ins promoter up cell count: 1324; bCat nuc transl cell count 5 µM: 1147; MT stabilizer Hoechst-high %: 2.6; MT stabilizer cytotoxicity %: 3.7; Autophagy HCS cell loss 18 h: 1.5

What do the screens show for `COc1ccccc1-c1cc(C(F)(F)F)nc(S(=O)(=O)CCCC(=O)O)n1`?
P. falciparum M17LAP: 22.7%; MT stabilizer: 0.7; ER stress rescue: -0.9%; Dynein transport: -1.21; Autophagy HCS: inactive; UTI89 phage lysis: -1.5%; M1AAP inhibition: 7.5%; Dynein transport cytoplasmic EGFP: -0.118; Dynein transport nuclear GR-EGFP: -0.588; Dynein transport cell count: 0.807; MT stabilizer Hoechst-high %: 2.1; MT stabilizer cytotoxicity %: 7.9; Autophagy HCS cell loss 18 h: -6.0
